High-throughput results deposited in PubChem BioAssay by several laboratories.
PPARg SRC-3 ag = PPARgamma agonists recruiting SRC-3 coactivator, primary screen, biochemical. Peroxisome proliferator-activated receptor gamma (Homo sapiens), P37231. biochemical PPARgamma/SRC-3 coactivator recruitment assay. activation, % at 8 µM. hit rate 0.26% among 200,000. AID 731, 2007; in the data active = activation above about 23%;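 also: 0% = DMSO and 100% = reference agonist; some compounds past the cut are filed as inactive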
Target sequence (P37231 whole entry, looked up): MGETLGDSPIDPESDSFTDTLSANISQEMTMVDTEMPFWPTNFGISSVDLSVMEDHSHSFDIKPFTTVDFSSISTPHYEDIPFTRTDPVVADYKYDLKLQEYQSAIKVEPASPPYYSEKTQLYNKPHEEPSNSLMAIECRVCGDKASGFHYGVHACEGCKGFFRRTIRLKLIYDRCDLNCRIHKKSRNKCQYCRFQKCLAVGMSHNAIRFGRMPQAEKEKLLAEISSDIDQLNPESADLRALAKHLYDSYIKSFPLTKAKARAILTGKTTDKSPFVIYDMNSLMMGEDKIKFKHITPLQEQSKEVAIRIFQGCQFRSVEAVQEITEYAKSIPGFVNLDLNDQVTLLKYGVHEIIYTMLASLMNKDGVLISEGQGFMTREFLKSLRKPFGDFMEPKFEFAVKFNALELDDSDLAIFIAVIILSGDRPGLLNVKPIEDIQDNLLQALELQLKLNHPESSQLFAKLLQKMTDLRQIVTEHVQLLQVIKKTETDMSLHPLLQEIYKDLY
TNAP inh noacc = human TNAP enzyme inhibitors, primary screen, biochemical, luminescent, no phosphate acceptor, uHTS | Alkaline phosphatase, tissue-nonspecific isozyme (Homo sapiens), P05186 | inhibition, % at 20 µM | hit rate 0.26% among 200,000 | purified TNAP, CDP-star luminescence, 30 min;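 active = tissue-nonspecific alkaline phosphatase inhibition above about 50% at 20 µM in the single-dose screen, limit read from the data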;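 also: 0% = DMSO negative control and 100% = EDTA positive control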
Target sequence (P05186 whole entry, looked up): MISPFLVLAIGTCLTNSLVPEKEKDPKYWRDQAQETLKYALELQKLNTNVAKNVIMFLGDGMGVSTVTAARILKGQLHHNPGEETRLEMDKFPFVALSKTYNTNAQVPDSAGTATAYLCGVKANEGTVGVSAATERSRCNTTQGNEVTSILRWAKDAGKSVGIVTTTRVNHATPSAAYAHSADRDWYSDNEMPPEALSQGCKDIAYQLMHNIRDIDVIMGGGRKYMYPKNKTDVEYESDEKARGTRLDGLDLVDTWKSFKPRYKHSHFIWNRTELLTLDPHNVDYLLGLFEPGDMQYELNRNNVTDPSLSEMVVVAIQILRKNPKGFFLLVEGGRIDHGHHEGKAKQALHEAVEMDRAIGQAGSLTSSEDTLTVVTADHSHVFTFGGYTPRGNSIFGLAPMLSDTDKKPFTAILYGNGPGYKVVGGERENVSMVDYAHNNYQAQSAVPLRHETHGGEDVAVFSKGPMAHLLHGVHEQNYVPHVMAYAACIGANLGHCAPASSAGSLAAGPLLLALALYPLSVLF
PPARg SRC-2 ag = agonists of PPARg-SRC-2 recruitment, primary screen, biochemical, HTS. Peroxisome proliferator-activated receptor gamma (Homo sapiens), P37231. PPARgamma LBD-SRC-2 recruitment. activation, % at 8 µM. hit rate 0.34% among 200,000. AID 1032, 2008; in the data active = activation above about 22%;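 also: 0% = vehicle and 100% = reference agonist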
TR-FRET SRC-2 ct = TR-FRET signal artefacts, primary screen, artefact control for PPARgamma SRC-2 agonist project, biochemical; TR-FRET artefact counter-screen; active compounds read high; TR-FRET ratio at 8 µM; hit rate 0.4% among 200,000; in the data active = TR-FRET ratio above about 2000; also: inactives centre near 1500
TNAP inh hi DEA = human TNAP enzyme inhibitors, primary screen, biochemical, luminescent, high phosphate acceptor level, uHTS. hit rate 0.03% among 200,000. Alkaline phosphatase, tissue-nonspecific isozyme (Homo sapiens), P05186. purified TNAP, CDP-star luminescence, 1 M DEA. inhibition, % at 20 µM;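 active = over 50% inhibition of tissue-nonspecific alkaline phosphatase at 20 µM in the single-dose screen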;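 also: plate controls were DMSO wells for no effect and EDTA-quenched wells as full inhibition for full effect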
TNAP act hiacc = TNAP activators at high phosphate acceptor level, primary screen, biochemical, luminescence, uHTS. Alkaline phosphatase, tissue-nonspecific isozyme (Homo sapiens), P05186. purified TNAP, CDP-star luminescence, 1 M DEA, 30 min; active compounds read high; 0 = EDTA background, 1 = DMSO-only activity. activation factor at 20 µM. 200,000 tested, under 10 active;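 active = activation factor at least 2 at 20 µM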
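Assay system: human TNAP; Input: enzyme diluted 1/800 final; Reagent: CDP-star luminogenic substrate at 100 µM final; Timing: 30 min, room temperature; Signal: luminescence; Evaluation: TNAP activation factor scaled between EDTA and DMSO control wells.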
bIAP act = bovine intestinal alkaline phosphatase activators, primary screen, biochemical, bovine IAP, CDP-star luminescence | alkaline phosphatase, intestinal [Bos taurus] | purified bovine IAP, 30 min; active compounds read high; fold of DMSO-control signal, blank-subtracted | activation factor at 20 µM | hit rate 0.17% among 200,000 | AID 1016, 2008;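 active = activation factor of 2 or more at 20 µM, a signal rise over negative controls twice the positive control's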
PPARg SRC-1 ag = PPARgamma agonists recruiting SRC-1 coactivator, primary screen, biochemical | Peroxisome proliferator-activated receptor gamma (Homo sapiens), P37231 | hit rate 0.41% among 200,000 | AID 631, 2007 | PPARgamma-SRC-1 coactivator recruitment biochemical assay | activation, % at 8 µM; in the data active = activation above about 19%;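 also: 0% = DMSO and 100% = reference agonist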
bIAP inhibitor = bovine intestinal alkaline phosphatase inhibitors, primary screen, selectivity assay for TNAP inhibitor project, biochemical, bovine IAP, CDP-star luminescence; purified bovine IAP, 30 min; 190,000 tested, under 10 active; alkaline phosphatase, intestinal [Bos taurus]; inhibition, % at 20 µM;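 active = over 50% inhibition of intestinal alkaline phosphatase at 20 µM in the single-dose screen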
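System: purified bovine intestinal alkaline phosphatase (IAP) enzyme; Input: IAP diluted 1/65,000,000 in the well; Measured by: CDP-star luminescence signal; Compound dosing: 20 µM single dose; Incubation: 30 min reaction at room temperature.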
Efa HMGR inh = inhibitors of E. faecalis class II HMGR, primary screen, biochemical, Enterococcus faecalis. purified E. faecalis HMGR, NADPH absorbance 340 nm kinetic. inhibition, % at 10 µM. AID 1066, 2008. hit rate 0.41% among 190,000;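 active = inhibition above a set limit, the median over all tested compounds plus 3 SD, cut at about 9.5% in these data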;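 also: enzyme runs in reverse so mevalonate oxidation gives rising NADPH absorbance; 0% = complete reaction with DMSO and 100% = background rate lacking mevalonate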
* marks the source's active call; other numbers are inactive results; i = inactive; . = no result given. Random draw from the library; any-hit rate near 1.6%.

SMILES	PPARg SRC-3 ag	TNAP inh noacc	PPARg SRC-2 ag	TR-FRET SRC-2 ct	TNAP inh hi DEA	TNAP act hiacc	bIAP act	PPARg SRC-1 ag	bIAP inhibitor	Efa HMGR inh
CC1CC(C)CN(S(=O)(=O)N2CCC(C(=O)NCCC3=CCCCC3)CC2)C1 (centres undefined)	2	-11	-8	1493	-2	1	1	-3	1	-2
C/C=C/C(=O)Nc1nnc(C(C)C)s1	15	-1	4	1508	4	1	0.9	4	9	0
CC(=O)OCC1=C(C(=O)O)N2C(=O)C(NC(=O)c3ccc(COc4cccc(Cl)c4Cl)o3)C2SC1 (centres undefined)	2	-13	2	1611	-2	1	1.2	1	-17	-4
Cc1ccc(/C=C/C2=NN(C)C(=O)CC2)cc1	0	-5	1	1617	-6	1.1	1	10	4	-3
CCCN(CCC)CC(=O)Nc1cccc2c1OCO2	8	-10	19	1522	-5	1.1	1	7	-1	-6
COc1ccc(N(C(=O)c2cccnc2)S(=O)(=O)c2ccccc2)cc1	0	-1	-13	1479	-3	1	1.1	4	-7	-5
Fc1ccccc1Cc1ccc(Cl)nn1	3	-8	-9	1546	-6	1.1	0.9	-7	11	-3
Cc1ccc(CNC(=O)c2ccc[nH]2)cc1	-2	-7	3	1681	-7	1.1	0.9	15	6	0
COc1n[nH]c(C(=O)Nc2cc(F)ccc2C)c1[N+](=O)[O-]	4	4	2	1504	-3	1	1	7	-3	-5
CCOC(=O)C1(CC2CCCCO2)CCN(C(=O)Nc2ccc(SC)cc2)CC1 (centres undefined)	1	-10	11	1654	-9	1.1	1	8	-2	-6
CC1(C)CC(=O)c2cnc(N3CCc4ccccc4C3)nc2C1	0	-10	-11	1552	-5	1.1	1	6	3	-1
COc1cc(OC)cc(-c2nc3nc(C)c(CCC(=O)O)c(C)n3n2)c1	-10	-8	-2	1419	-6	1.1	1	-3	4	-2
Cc1ccc(C)c(NCCC#N)c1	5	-1	4	1619	7	0.9	0.9	1	5	2
CC(Oc1ccccc1)C(=O)Nc1nc2c(s1)C(=O)CC(C)(C)C2 (centres undefined)	5	-7	-1	1598	-3	1	1	2	3	-5
COc1cccc(/C=N/NC(=O)c2c(-c3ccccc3)noc2C)c1	6	-6	12	1531	-1	1	1	0	4	-2
CCCCn1c(CN2CCN(c3cccc(Cl)c3)CC2)nc2c1c(=O)[nH]c(=O)n2C	-5	-3	12	1537	-4	1	1.1	1	-7	9.8*
CCOC(=O)c1ccc(NC(=O)N2CC(C)OC(C)C2)cc1 (centres undefined)	13	-9	9	1620	-6	1.1	1	8	-2	-4
CC(C)COc1nc2ccccc2c(=O)n1OCC(=O)O	4	-15	1	1773	2	1	0.9	8	10	1
CC(=O)c1ccc(COC(=O)c2ccccc2NC(=O)C(C)C)cc1	1	-7	6	1499	-5	1	1	1	0	0
CCOC(=O)Cn1c2c(c(=N)c3ccccc31)CCC2	-6	-12	7	1340	-2	1	0.9	-9	12	-3
CCCN1CCN(C(=O)Nc2ccc(OCC)cc2)CC1	3	-18	4	1714	-8	1.1	0.9	-3	11	1
COc1ccc(OCCCC(=O)Nc2cccc(C(C)=O)c2)cc1	-3	0	-2	1562	0	1	0.9	-9	7	-4
COc1ccc(/C(C)=N/OCC(=O)N2CC3(C)CC2CC(C)(C)C3)cc1 (centres undefined)	7	-10	1	1503	-8	1.1	0.9	6	8	0
O=C(OCC(=O)N(C1CCCCC1)C1CCCCC1)c1cnccn1	0	-1	11	1461	0	1	1	6	-1	-1

Compounds from the list above that contain fluorine (two):
SMILES	PPARg SRC-3 ag	TNAP inh noacc	PPARg SRC-2 ag	TR-FRET SRC-2 ct	TNAP inh hi DEA	TNAP act hiacc	bIAP act	PPARg SRC-1 ag	bIAP inhibitor	Efa HMGR inh
Fc1ccccc1Cc1ccc(Cl)nn1	3	-8	-9	1546	-6	1.1	0.9	-7	11	-3
COc1n[nH]c(C(=O)Nc2cc(F)ccc2C)c1[N+](=O)[O-]	4	4	2	1504	-3	1	1	7	-3	-5

Following part
SMILES	PPARg SRC-3 ag	TNAP inh noacc	PPARg SRC-2 ag	TR-FRET SRC-2 ct	TNAP inh hi DEA	TNAP act hiacc	bIAP act	PPARg SRC-1 ag	bIAP inhibitor	Efa HMGR inh
CS(=O)(=O)N1CCN(c2ccc(NC(=O)CSc3nnc(-c4ccco4)o3)cc2)CC1	1	-17	3	1584	2	1	1	0	-4	2
COCCNC(=O)c1cc(OC)c(OC)cc1[N+](=O)[O-]	4	-6	5	1623	-5	1	1.1	5	-10	2
COC(=O)C1=C(C)NC(=O)C1(NS(=O)(=O)c1ccc(C)cc1)C(F)(F)F (centres undefined)	5	-10	1	1647	-4	1	0.9	0	10	-1
Cc1c(C#N)c(SCC(N)=O)nc2c1CCCC2	4	-13	-2	1605	-8	1.1	0.9	-4	7	-12
CCNC(=O)NC(=O)CSc1nc2ccccc2n1CC(C)C	5	-11	0	1524	-5	1.1	0.9	8	7	0
CCOC(=O)c1c(NC(=O)CSc2nc3ccccc3o2)sc(C(C)=O)c1C	2	0	15	1545	0	1	1	2	-1	0
COC(=O)c1ccc(N)nc1	5	-8	9	1544	-2	1	1	-3	3	-1
CCOC(=O)c1ccccc1NC(=O)CSc1nnc(C(C)C)n1CC	-2	-2	-2	1615	3	1	0.9	3	10	-2
CCCCNS(=O)(=O)c1ccc2nc(SCC(=O)Nc3sccc3C#N)[nH]c2c1	-16	-5	-5	1438	-1	1	1.2	6	-19	-3
COC(=O)c1ccc(C2NC(C(=O)O)CS2)cc1 (centres undefined)	5	-6	3	1649	1	1	0.8	-3	16	2
OC(CCCN1CCC(O)(c2ccc(Cl)cc2)CC1)c1ccc(F)cc1 (centres undefined)	0	-2	-7	1340	1	1	1.1	-3	-6	8
N#Cc1ccc(Cl)cc1NC(=O)COC(=O)c1ccc(S(=O)(=O)N2CCCC2)cc1	-8	-13	8	1545	-7	1.1	1	-3	1	-2
COc1ccc(O)c(/C=N/NC(=O)c2ccc(CSc3nc(C)cc(C)n3)cc2)c1	-2	-106	7	1564	6	0.9	0.9	-2	5	-8
Cc1ccc(S(=O)(=O)NC(=O)NCc2ccccn2)cc1	-11	-4	0	1577	-11	1.1	0.9	2	14	2
Cn1c(SCC(=O)Nc2ccc(F)cc2)nc2c([nH]c3ccccc32)c1=O	6	-10	11	1694	-3	1	1.1	3	-6	-3
CC(=O)NCc1ccc(S(=O)(=O)N/N=C/c2ccccc2)cc1	-4	8	0	1359	3	1	1	-1	-3	-1
O=C(/C=C/c1c[nH]c2ccccc12)c1ccccc1	4	-12	6	1782	2	1	0.3	16	.	-4
Cc1ccccc1NC(=O)c1cnn(-c2ccccc2)c1NC(=O)c1ccco1	5	-8	-1	1475	-8	1.1	1	6	4	.
O=C(NN=C1C2CC3CC1CC(Cl)(C3)C2)c1cccs1	3	0	3	1710	1	1	1	4	0	-3
Cc1ccc(CNC(=O)CSCc2cccc(F)c2)cc1	-3	-6	-7	1452	-7	1.1	1	-13	-4	-3
CN(CC(=O)O)S(=O)(=O)c1ccc2c(c1)NC(=O)CC(=O)N2	-2	-6	-4	1393	0	1	1	-1	0	1
Cc1nn(-c2ccccc2)c(C)c1/C=N/n1cnnc1	-3	3	-8	1640	8	0.9	1.1	8	-10	-1
Cc1cccn2cc(-c3ccc(F)cc3)nc12	3	-13	-6	1493	-7	1.1	0.9	-6	14	-6
CC(C)CNS(=O)(=O)c1ccc(CCC(=O)Nc2ccc3c(c2)OCCO3)cc1	6	-8	-5	1630	1	1	0.9	4	13	1
CCOC(=O)c1nnn(-c2nonc2N)c1CN(CC)CC	4	-6	3	1808	-4	1	0.9	-4	13	-3
COc1ccccc1NS(=O)(=O)c1cc([N+](=O)[O-])ccc1N/N=C/c1c(C)[nH]c2ccccc12	3	24	-2	1556	32	0.7	0.5	3	45	-6
Cc1ccc(/C=C/c2ccc(=O)n(Cc3ccc(F)cc3)n2)cc1	-1	-6	2	1590	-2	1	1	1	-1	-2
CC(C)CNC(=O)C(=O)NCc1ccccn1	-2	-8	-4	1634	-5	1	1.1	-4	-15	0
Cc1ccc(NC2=NCC(=O)N2c2ccc3c(c2)OCCO3)c(C)c1	-9	-11	-15	1333	2	1	1.1	-3	-6	0
COC(=O)CCCC(=O)Nc1ccc(Cl)c(Cl)c1	-17	-12	3	1427	-4	1	0.9	-7	10	2
Cc1ccc(Nc2nc(NCCCN3CCOCC3)nc(N)c2[N+](=O)[O-])cc1C	2	-11	-7	1463	4	1	0.9	-7	5	-8
Cc1cc(C)cc(OCC(=O)N/N=C/c2ccncc2)c1	0	2	2	1642	-3	1	0.9	0	5	0
COc1ccccc1CN1C2CCCC1CC(NC(=O)/C=C/c1ccccc1)C2 (centres undefined)	0	-12	-4	1499	-13	1.1	1	1	-4	-2
O=C(NNC(=O)c1ccccc1F)c1cccc(Cl)c1	4	-4	-3	1464	-3	1	1	-1	0	-1
CCCOc1ccc(N2C(=O)CC(N(CCOC34CC5CC(CC(C5)C3)C4)C(C)=O)C2=O)cc1 (centres undefined)	6	0	8	1709	4	1	1.1	15	-8	-3
Cn1c(=O)c2c(nc(N/N=C/c3ccc(OC(=O)c4ccco4)cc3)n2Cc2ccccc2)n(C)c1=O	2	i	-3	1461	-3	1	0.9	-1	9	-5
COCCNC(=O)C(C#N)c1nc2ccccc2nc1N1CCCCCC1 (centres undefined)	9	4	8	1588	8	0.9	0.8	-2	17	-8
CCOc1ccc(NC(=S)NCCCN2CCN(c3ccc(OC)cc3)CC2)cc1	-1	-15	8	1434	-1	1	0.9	4	6	2
CC(C)N1C(=O)S/C(=C/c2ccc3c(c2)n(C)c(=O)n3C)C1=O	0	-11	1	1621	-4	1	0.9	4	11	3
O=C1CC(c2ccccc2)Cc2nc(NC3CC3)ncc21 (centres undefined)	1	-11	12	1534	-3	1	0.8	2	18	-3
COC(=O)c1cc(NC2c3ncccc3C(=O)N2Cc2ccccc2)cc(C(=O)OC)c1 (centres undefined)	-2	-3	7	1715	-2	1	0.9	2	8	-3
CCOC(=O)C1CCN(Cc2ccc(F)cc2)CC1	-3	-8	-2	1517	2	1	0.9	-5	12	-5
Cc1nnc(SCC(=O)N2CC(=O)Nc3ccccc32)n1-c1ccccc1	-4	-8	-3	1450	-5	1.1	1.1	1	-5	-1
O=C(Cn1ccsc1=NC(=O)C(F)(F)F)c1ccccc1	-3	-15	3	1534	-7	1.1	0.9	10	7	3
